Screening results from PubChem BioAssay.
VLA-4 inh: inhibition in a human VLA-4 binding assay | inhibition, % (about 7 µM as worked out from the volumes in the protocol) | AID 2557 | VLA-4 expressing cells, ligand binding flow cytometry | P13612 | 0.2% of 330,000 active; in the data active means inhibition above about 50%
PP5 inh: blocks human protein phosphatase 5 activity | purified PP5c, OMFP substrate fluorescence | 0.18% of 320,000 active | inhibition, % at 6.7 µM | P53041;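 active means inhibition above the campaign's mean inhibition across all tested compounds plus 3 SD, cut at about 9.5% in these data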;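 further: 0% = DMSO only and 100% = 100 µM cantharidin control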
JMJD2C inh: blocks human GASC-1 demethylase activity. Q9H3R0. GST-JMJD2C(1-420) H3K9me3 demethylation, DELFIA europium. inhibition, % at 2.35 µM. 0.069% of 330,000 active. AID 2099;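 active means more than half of a compound's replicate wells show inhibition beyond 50%, single wells judged on their own value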;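 further: signal counts dimethyl H3K9 product captured on neutravidin plate; 0% = median of DMSO wells and 100% = 0.3 times that DMSO median; strong numbers were not always called active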
Target sequence (Q9H3R0 1-420 limits assumed): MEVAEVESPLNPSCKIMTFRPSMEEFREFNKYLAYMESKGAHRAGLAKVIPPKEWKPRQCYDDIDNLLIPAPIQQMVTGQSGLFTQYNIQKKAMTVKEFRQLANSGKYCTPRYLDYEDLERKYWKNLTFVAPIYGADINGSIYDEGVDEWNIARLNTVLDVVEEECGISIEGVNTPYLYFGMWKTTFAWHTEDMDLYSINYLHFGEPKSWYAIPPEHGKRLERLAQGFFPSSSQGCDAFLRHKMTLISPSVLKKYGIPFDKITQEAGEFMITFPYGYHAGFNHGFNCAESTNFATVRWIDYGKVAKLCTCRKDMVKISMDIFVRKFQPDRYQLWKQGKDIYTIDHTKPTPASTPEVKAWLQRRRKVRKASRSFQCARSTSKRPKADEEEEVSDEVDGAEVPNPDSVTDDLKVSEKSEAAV
PP1 counter: counter-screen for PP5 inhibitors: inhibitors of human PP1-alpha; purified PP1alpha, OMFP fluorescence; 0.9% of 320,000 active; AID 2235; inhibition, % at 6.7 µM;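 active means inhibition above the mean inhibition of all tested compounds plus 3 SD, computed separately for each screening campaign, cut at about 15% in these data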
proCasp3 act: activators of human procaspase-3; recombinant procaspase-3 D3A, Ac-DEVD-pNA absorbance 405 nm; activation, % at 8.5 µM; 0.11% of 330,000 active; AID 463141;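 active means activation above the mean of all tested compounds plus 3 SD, cut at about 21% in these data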;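 further: 0% = DMSO alone and 100% = DMSO wells spiked with extra 5 µM PC-3 D3A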
Target sequence (P42574 whole entry D9A/D28A/D175A): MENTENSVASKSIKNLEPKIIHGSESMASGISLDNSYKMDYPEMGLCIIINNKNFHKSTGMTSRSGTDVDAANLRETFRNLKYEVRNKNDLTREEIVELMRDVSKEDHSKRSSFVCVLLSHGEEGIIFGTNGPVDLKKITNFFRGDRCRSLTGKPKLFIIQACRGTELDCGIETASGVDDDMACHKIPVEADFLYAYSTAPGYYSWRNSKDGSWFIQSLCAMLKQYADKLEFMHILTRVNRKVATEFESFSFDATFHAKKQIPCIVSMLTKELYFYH
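Test system: Procaspase-3 D3A mutant; medium: Zinc-free HEPES/NaCl buffer with 0.01% Triton X-100 at pH 7.4; reagent: DEVD-pNA substrate; doses: one concentration, 8.5 µM nominal, 0.8% DMSO; times: 1 h preincubation plus 2 h reaction at 25 °C; signal: Epi-absorbance at 405 nm of released p-nitroaniline, 0 and 120 min; replicates: singlicate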
HCV core dimer: blocks dimerization of HCV core protein | TR-FRET GST/Flag-core106 dimerization, 1536-well | 0.33% of 300,000 active | inhibition, % at 5 µM;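 active means inhibition above the mean of all tested compounds plus 3 SD, set per screening campaign, cut at about 45% in these data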
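Assay system: Tagged HCV core106 pair (GST and Flag) | Buffer or medium: KF-containing HEPES buffer, pH 7.45, DTT, CHAPS, BSA | Also added: Eu donor and XL665 acceptor anti-tag antibodies | Dosing: One concentration, 5 µM, in 0.5% DMSO | Timing: 4 h at 22.5 °C | Technique: TR-FRET 671 and 617 nm emission | Repeats: Singlicate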
CTSL1 counter: counter-screen for PFM18AAP inhibitors: inhibitors of F. hepatica cathepsin L1. recombinant F. hepatica cathepsin L1, Z-Leu-Arg-MCA fluorescence. inhibition, % at 5.96 µM. 0.49% of 300,000 active. AID 1906;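 active means inhibition above the mean of all tested compounds plus 3 SD, set per screening campaign, cut at about 17% in these data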;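 further: 0% = plate median of test compound wells and 100% = 1 µM Z-Phe-Ala-diazomethylketone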
procasp7 counter: counter-screen: procaspase-7 (human) activation. P55210. recombinant procaspase-7, Ac-DEVD-pNA absorbance 405 nm; D23A/D198A/D206A triple mutant, cannot self-cleave; scale: DMSO 0, 5 µM enzyme 100. activation, % at 8.5 µM. 0.093% of 330,000 active;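 active means percent activation above the screen-wide mean plus 3 SD, cut at about 25% in these data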
Target sequence (P55210 whole entry D23A/D198A/D206A): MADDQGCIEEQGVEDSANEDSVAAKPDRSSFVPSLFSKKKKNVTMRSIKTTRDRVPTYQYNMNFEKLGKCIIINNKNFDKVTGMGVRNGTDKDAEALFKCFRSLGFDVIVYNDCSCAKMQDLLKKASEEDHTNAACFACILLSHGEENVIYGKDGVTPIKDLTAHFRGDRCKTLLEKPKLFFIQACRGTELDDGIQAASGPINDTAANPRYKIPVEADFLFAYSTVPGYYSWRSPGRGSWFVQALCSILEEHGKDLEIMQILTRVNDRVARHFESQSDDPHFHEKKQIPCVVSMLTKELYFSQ
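signal = Epi-absorbance of released pNA at 405 nm, two timepoints | assay system = Uncleavable procaspase-7 mutant enzyme | reagent = Ac-DEVD-pNA substrate, 400 µM as added | times = 1 h enzyme–compound preincubation and 2 h substrate reaction, both 25 °C | benchmarks = low DMSO alone, high DMSO plus 5 µM PC-7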
GRK2 inh: blocks RNA aptamer binding to human GRK2; bead flow cytometry, FAM-aptamer displacement from GRK2; inhibition of aptamer binding, % at 10 µM; 0.59% of 330,000 active; AID 488847;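 active means inhibition of aptamer binding above 40%, roughly 3 SD of noise, on plates passing a quality check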;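 further: median bead fluorescence of bound FAM aptamer so fluorescent compounds give negative values; no value below 0 was filed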
Starred values were filed as active, the others as inactive; i = inactive; · = not tested or not shown.

The line under a structure holds: VLA-4 inh | PP5 inh | JMJD2C inh | PP1 counter | proCasp3 act | HCV core dimer | CTSL1 counter | procasp7 counter | GRK2 inh
- CC(=O)c1sc(NC(=O)C2CCN(C(=O)c3ccc(F)cc3)CC2)nc1-c1ccccc1
  6 | 3.6 | -2 | -2 | 3 | 23 | 0 | 6 | 0
- COc1ccc(-n2ncc(C(C)NS(=O)(=O)c3ccc(C(C)=O)cc3)c2C)cc1 (centres undefined)
  -20 | 1.1 | 6 | -3 | -3 | 0 | 0 | -8 | 0
- Cc1c(NC(=O)/C(C#N)=C/c2ccc(-c3cccc(Cl)c3)o2)c(=O)n(-c2ccccc2)n1C
  6 | 1.1 | -4 | 2 | -5 | 12 | 4 | -9 | 1
- COc1ccc(CCNC(=O)CN(C)S(=O)(=O)c2ccc3c(c2)CCC(=O)N3)cc1OC
  -7 | 0.5 | -2 | 0 | 7 | 2 | -3 | 11 | 2
- COc1ccc(OC)c(NC(=O)C(C)N2c3cccc4cccc(c34)S2(=O)=O)c1 (centres undefined)
  7 | 4.2 | 0 | -3 | -2 | -3 | 1 | 3 | 0
- COc1cc(C2C(C(C)=O)=C(O)C(=O)N2CCc2c[nH]c3ccccc23)ccc1O (centres undefined)
  6 | 1.1 | 3 | 3 | 0 | 2 | 1 | 8 | 16
- CCOC(=O)c1cc(CO)cc(C(=O)OCC)c1
  9 | -0.1 | 2 | -2 | -1 | -4 | -4 | 0 | 0
- CC(C)Oc1ccc2nnnn2n1
  1 | 0.3 | -6 | 1 | 1 | -2 | -2 | 5 | 1
- CCn1ncc(/C=C/C(=O)Nc2c(C)nn(Cc3ccc(Cl)cc3Cl)c2C)c1C
  4 | 2.6 | -1 | 4 | 2 | 5 | -7 | -9 | 0
- Cc1ccc(NC2CCCN(C(=O)c3ccc(F)cc3)C2)cc1C (centres undefined)
  11 | -0.2 | 1 | 1 | 0 | 4 | -4 | -6 | 4
- Cc1nc2c(C)cccn2c(=O)c1NC(=O)c1ccc2c(c1)OCO2
  1 | -0.6 | -9 | -6 | 2 | 4 | -1 | 4 | 3
- CC1CCN(C(=O)c2[nH]cnc2C(=O)N[C@H](C)c2ccccc2)CC1
  0 | 3.2 | 1 | -3 | 2 | · | · | 11 | 2
- COc1cccc(OCc2cc(/C=N/Nc3ccc(C(=O)O)cc3)ccc2OC)c1
  -3 | 3.0 | 1 | 7 | -10 | 42 | 0 | -5 | 0
- COc1ccc(-c2cc(=Nc3ccc(C)cc3)c3ccccc3o2)cc1
  -12 | 4.0 | 6 | -3 | -8 | 3 | 4 | -24 | 1
- CC1CCN(c2nc3ccccc3n2CC(=O)c2ccccc2)CC1
  8 | -0.8 | -2 | 1 | 6 | 2 | -3 | 2 | 0
- CCC(C)NC(=O)C1c2cc(OC)c(OC)cc2C(=O)N(C)C1c1ccc(OC)cc1 (centres undefined)
  -24 | 2.8 | 13 | 2 | 2 | -1 | 2 | 1 | 4
- CCOC(=O)N1CCN(S(=O)(=O)c2ccc(C)c(C(=O)NC3CCCCC3)c2)CC1
  4 | 0.6 | 5 | -1 | -3 | -6 | 1 | 4 | 2
- COC(=O)C1=C(C)NC(=S)NC1c1ccc(-c2cc(Cl)ccc2Cl)o1 (centres undefined)
  8 | 2.7 | -3 | 4 | -17 | 24 | 6 | -8 | 1
- CCN1C(=O)/C(=C/C=C2/Sc3ccccc3N2CCO)SC1=S
  i | 1.4 | 0 | 0 | 2 | -1 | -3 | -8 | 0
- O=S1(=O)CCC(SCc2nc3sccn3c2Br)C1 (centres undefined)
  16 | -1.3 | 6 | -5 | 6 | -9 | -4 | 9 | 1

The final 4 compounds of the part before are carried over, then new ones follow.
The line under a structure holds: VLA-4 inh | PP5 inh | JMJD2C inh | PP1 counter | proCasp3 act | HCV core dimer | CTSL1 counter | procasp7 counter | GRK2 inh
- CCOC(=O)N1CCN(S(=O)(=O)c2ccc(C)c(C(=O)NC3CCCCC3)c2)CC1
  4 | 0.6 | 5 | -1 | -3 | -6 | 1 | 4 | 2
- COC(=O)C1=C(C)NC(=S)NC1c1ccc(-c2cc(Cl)ccc2Cl)o1 (centres undefined)
  8 | 2.7 | -3 | 4 | -17 | 24 | 6 | -8 | 1
- CCN1C(=O)/C(=C/C=C2/Sc3ccccc3N2CCO)SC1=S
  i | 1.4 | 0 | 0 | 2 | -1 | -3 | -8 | 0
- O=S1(=O)CCC(SCc2nc3sccn3c2Br)C1 (centres undefined)
  16 | -1.3 | 6 | -5 | 6 | -9 | -4 | 9 | 1
- CCOc1ccc(NC(=O)NNC(=O)COc2ccc3ccccc3c2)cc1
  -8 | 0.3 | 2 | 5 | -2 | 10 | -1 | 4 | 0
- CC(c1ccco1)N(C(=O)C12CC3CC(CC(C)(C3)C1)C2)c1ccccn1 (centres undefined)
  -2 | 3.7 | -3 | 3 | -5 | 1 | 4 | -5 | 55*
- CCN(CC)CCN(Cc1cc2cc(C)ccc2[nH]c1=O)C(=O)Nc1ccccc1OC
  5 | -0.5 | -3 | -1 | 2 | 2 | 3 | -2 | 0
- COc1cccc(NC(=O)CN(C)C(=O)c2cc(-c3ccccc3)nn2-c2ccccc2)c1
  -5 | · | -10 | · | 8 | · | · | -10 | 2
- CCOC(=O)C1(Cc2ccccc2)CCN(Cc2cnc(N3CCOCC3)s2)CC1
  8 | 1.3 | -23 | -5 | 4 | 2 | -1 | 17 | 2
- CN1C(=O)/C(=C/c2coc3ccc(O)cc3c2=O)SC1=S
  0 | -2.2 | 10 | -2 | -3 | 8 | 2 | -6 | 0
- Cc1ccc(C(=O)c2ccccc2C(=O)OCC(=O)NCCc2ccccc2)cc1
  22 | 0.5 | -15 | 1 | 4 | 1 | 1 | 0 | 5
- CCc1ccc(NC(=O)Nc2ccncc2)cc1
  9 | 1.9 | 4 | -2 | 6 | 8 | -1 | 5 | 0
- Cc1cc(NC(=O)COC(=O)c2ccccc2Cl)no1
  3 | · | -9 | · | 6 | · | · | 8 | 5
- COc1ccc(NC(=O)CN2C(=O)NC3(CCCCCC3)C2=O)cc1Cl
  10 | · | -3 | · | 3 | · | · | 5 | 1
- CCc1c(O)nc(SCC(=O)Nc2ccc(Br)cc2)n(-c2ccc(C)cc2)c1=O
  1 | 3.1 | -18 | 1 | 8 | 3 | 6 | -6 | 0
- CN(C)S(=O)(=O)c1ccc(S(=O)(=O)NCc2cccs2)cc1
  2 | 2.5 | 1 | -8 | 7 | 1 | 0 | -1 | 0
- COc1ccc(N2CCN(C(=O)C3CC(=O)N(c4ccc(C)cc4)C3)CC2)cc1 (centres undefined)
  1 | 0.6 | 4 | 0 | -6 | 4 | 1 | -11 | 0
- O=C(NCCc1ccc(F)cc1)C(=O)Nc1cc2c3c(c1)CC(=O)N3CCC2
  -8 | -1.2 | i | 9 | 2 | 8 | -3 | 2 | 4
- Cc1cc(NC(=O)C2CC(=O)N(c3cccc(C)c3C)C2)no1 (centres undefined)
  14 | 2.0 | 26 | 3 | 0 | -5 | -1 | 6 | 0
- C=C(C)c1cccc(C(C)(C)NC(=O)NCc2ccc(OC)c(OC)c2)c1
  -3 | 1.2 | 13 | -2 | 3 | 0 | 1 | -6 | 0
- Cc1cc(S(=O)(=O)N2CCN(c3ccccc3O)CC2)c(C)s1
  -38 | -1.7 | 2 | 3 | 1 | 7 | 4 | -10 | 1
- CC(C)c1nnc(SCC(=O)N2CCOCC2)n1C
  28 | 0.4 | 31 | -3 | -5 | -7 | 1 | 0 | 0
- C=CCn1c(SCC(=O)c2cc(C)n(Cc3cccs3)c2C)nnc1-c1ccncc1
  9 | -0.3 | 0 | -1 | -5 | 16 | -1 | 11 | 2
- O=C(Nc1nccs1)c1csc2c1CCCC2
  -5 | 1.1 | -17 | -1 | -3 | 2 | 1 | 3 | 1

An excerpt from above in order of their number in VLA-4 inh, descending:
SMILES	VLA-4 inh
COc1cccc(NC(=O)CN(C)C(=O)c2cc(-c3ccccc3)nn2-c2ccccc2)c1	-5
COc1ccc(CCNC(=O)CN(C)S(=O)(=O)c2ccc3c(c2)CCC(=O)N3)cc1OC	-7
O=C(NCCc1ccc(F)cc1)C(=O)Nc1cc2c3c(c1)CC(=O)N3CCC2	-8

Additional structures.
canonical_smiles	VLA-4 inh	PP5 inh	JMJD2C inh	PP1 counter	proCasp3 act	HCV core dimer	CTSL1 counter	procasp7 counter	GRK2 inh
Cc1onc(-c2ccccc2Cl)c1C(=O)Nc1ccc(-n2nncc2-c2ccco2)cc1	-3	1.6	-7	6	-2	10	2	-4	1
CCCNC(=O)NS(=O)(=O)c1cnccc1Sc1ccc(Cl)c(Cl)c1	4	1.7	-1	-1	-2	-4	0	11	3
CCNC(=O)CN(Cc1ccccc1)S(=O)(=O)c1ccccc1	-1	-2.3	3	0	5	1	-2	-1	0
CCC(C)(C)n1nnnc1CN1CCN(c2nc3cc(OC)ccc3cc2C#N)CC1	12	0.2	3	7	3	18	4	16	2
CC(C)(C)c1ccc(OCC(=O)N2CCN(c3ccccn3)CC2)cc1	-18	1.8	-1	0	6	·	·	9	1
O=C(O)c1cc2[nH]c3c(c2cc1Cl)CCCC3	-4	-1.3	0	-3	11	-7	2	3	1
COc1ccc(NC(=O)Cn2c(=O)n(CC(=O)NCc3ccco3)c(=O)c3ccccc32)cc1	10	1.1	-1	-6	3	-2	-1	15	0
CC(=O)C1=NOC2C(=O)N(c3ccccc3)C(=O)C12 (centres undefined)	0	-1.0	12	1	6	6	4	0	3
CC1=C(C(=O)OC2CCCCC2)C(c2ccccc2)NC(=O)N1 (centres undefined)	4	2.4	-2	0	-2	-3	-1	-2	0
Cc1nc(Cl)c(C(=O)NCCc2ccccc2)c(C)c1[N+](=O)[O-]	6	0.8	2	-3	-1	-3	-2	-4	1
COc1ccc2c(c1)C(=C(C#N)C#N)C(=O)N2CCc1ccccc1	9	-0.4	13	1	-5	9	1	8	3
CCN(CC)S(=O)(=O)c1cccc(C(=O)OCC(=O)Nc2ccc3c(c2)c2ccccc2n3CC)c1	-3	1.7	2	5	1	23	4	8	0
O=C(NN1C(=O)/C(=C/c2cccc(O)c2)SC1=S)c1ccccc1O	2	1.7	0	1	-6	12	3	-9	4
COc1cc(NC(=O)C2CCCN(S(=O)(=O)c3ccc4c(c3)oc(=O)n4C)C2)cc(OC)c1 (centres undefined)	-18	0.8	-4	2	14	1	0	1	1
COc1ccccc1CNC(=O)CN1C(=O)NC(c2ccccc2)(c2ccccc2)C1=O	-2	·	-2	·	3	·	·	10	0
Cc1cc(C)n(/N=C\c2c(O)ccc3ccccc23)c(=O)c1C(N)=O	1	1.6	1	7	-2	0	7	0	7
Cc1cc(N/N=C/c2ccccc2)nc(N)n1	3	-0.3	-10	5	5	1	-1	-5	0
Cc1cc(C)cc(NS(=O)(=O)c2cc3[nH]c(=O)c(=O)[nH]c3cc2C)c1	-3	1.0	3	0	2	1	1	7	8
